Screening data from PubChem BioAssay.
TbREL1 inh – TbREL1 inhibition, primary screen; P86926; TbREL1 RNA ligation, FRET fluorescence; inhibition, % at 9.66 µM; 89,000 tested, 0.49% active;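 active = inhibition above the mean inhibition across all screened compounds plus 3 SD, cut at about 11% in these data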;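 also: 0% = plate median of test wells and 100% = NSC42067 control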
Target sequence (P86926 whole entry, looked up): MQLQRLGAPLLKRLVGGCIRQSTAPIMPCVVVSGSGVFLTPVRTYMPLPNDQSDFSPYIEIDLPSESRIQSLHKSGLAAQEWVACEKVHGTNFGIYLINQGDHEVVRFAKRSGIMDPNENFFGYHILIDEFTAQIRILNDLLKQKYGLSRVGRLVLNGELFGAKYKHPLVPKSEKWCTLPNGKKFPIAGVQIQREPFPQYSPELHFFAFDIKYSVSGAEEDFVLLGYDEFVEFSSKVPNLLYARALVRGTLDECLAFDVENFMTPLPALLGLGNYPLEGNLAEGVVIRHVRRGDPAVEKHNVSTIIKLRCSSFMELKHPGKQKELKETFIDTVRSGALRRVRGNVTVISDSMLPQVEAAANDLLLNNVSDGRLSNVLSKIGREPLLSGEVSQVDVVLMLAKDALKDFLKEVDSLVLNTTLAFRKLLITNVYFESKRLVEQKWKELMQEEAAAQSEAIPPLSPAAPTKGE
An asterisk follows results filed as active. Only part of the results is shown, so the mix of outcomes need not match the whole.

Compound | TbREL1 inh
COc1ccccc1-c1nn2c(C3COc4ccccc4O3)nnc2s1 (configuration not stated) | -1
COC(=O)c1ccc2nc(-c3ccc(OC)c(OC)c3)c(Cc3ccsc3)n2c1 | 7
COc1ccc(CC(=O)N/N=C/C=C/c2cccc([N+](=O)[O-])c2)cc1OC | 5
CCOC(=O)NC(c1ccccc1)C1CCCCC1=O (configuration not stated) | 3
C[C@H]1C2CC(OC(=O)Nc3ccc(F)cc3)C(C2)[C@H]2CCCCN21 (some centres not stated) | 1
O=C(NC1CC1)C1=C[C@H](c2ccc(Br)cc2)C[C@H](OCc2ccc(CO)cc2)O1 | -3
NC(=O)NC(=O)COC(=O)c1ccc(OC(F)F)cc1 | 5
COc1ccc2[nH]cc(C(O)CN3CCC(C(N)=O)CC3)c2c1 (configuration not stated) | 4

Reprinted from the part before: 4 compounds, then new ones.
Compound | TbREL1 inh
C[C@H]1C2CC(OC(=O)Nc3ccc(F)cc3)C(C2)[C@H]2CCCCN21 (some centres not stated) | 1
O=C(NC1CC1)C1=C[C@H](c2ccc(Br)cc2)C[C@H](OCc2ccc(CO)cc2)O1 | -3
NC(=O)NC(=O)COC(=O)c1ccc(OC(F)F)cc1 | 5
COc1ccc2[nH]cc(C(O)CN3CCC(C(N)=O)CC3)c2c1 (configuration not stated) | 4
Cc1cccc(NC(=O)C2C3C=CC(O3)C2C(=O)O)c1C (configuration not stated) | -2
CC1(C)CC(=O)C2=C(C1)OC(N)=C(C#N)C2c1cn(-c2ccccc2)nc1-c1ccccc1 (configuration not stated) | -4
O=C(Nc1cccc(NC(=O)c2cccs2)c1)c1ccc([N+](=O)[O-])o1 | 1
COc1ccccc1NS(=O)(=O)c1cc(C(=O)N2CCCC2)ccc1C | -1
COc1ccc(C(=O)COC(=O)CN2C(=O)C3C4C=CC(C4)C3C2=O)cc1 (configuration not stated) | 0
Cc1cccc(NC(=O)CSc2nnc(-c3ccco3)n2CC2CCCO2)n1 (configuration not stated) | -1
CCSc1nc(C(F)(F)F)cc(=O)n1-c1ccccc1 | 1
CCN(CC)c1ccc(S(=O)(=O)N2CCOCC2)cc1NS(C)(=O)=O | -1
Fc1cccc(Cc2c(-c3cccc(Cl)c3)nc3ccc(Br)cn23)c1 | -1
Cc1ccccc1C(=O)Nc1ccc(Cl)cn1 | 5
O=C(O)c1cccc(NC(=S)NC(=O)C(c2ccccc2)c2ccccc2)c1 | -2
Cc1ccc(NC(=O)NC(=O)CSc2nnc(-c3ccc(OC(F)F)cc3)n2N)c(C)c1 | 1
COc1ccc2[nH]c(=O)c(-c3noc(-c4ccc(F)cc4)n3)cc2c1 | -1
COC(CNC(=O)c1ccc(CS(=O)(=O)c2ccc(C)cc2)o1)OC | -1
CSc1c(SCc2ccccc2)cnn(-c2ccccc2)c1=O | 3
O=C(O)c1cccc(S(=O)(=O)NCCC(c2ccccc2)c2ccccc2)c1 | -2
Cc1ccc(NC(=O)c2cc(C)nn2-c2ccccc2)c(C)c1 | 5
N=C1C(c2nc(-c3ccc(Cl)cc3)cs2)=C(O)CN1CCCN1CCOCC1 | -2
Cc1[nH]c2ccccc2c1C(=O)NS(=O)(=O)Nc1ccccc1 | 5
CC(NC(=O)CNC(=O)Cc1cccc2ccccc12)c1ccc(S(N)(=O)=O)cc1 (configuration not stated) | -2
Clc1ccc(OCCSc2ncccn2)c2ccccc12 | 4
NC(=O)c1ccc(NC(=O)COC(=O)c2ccc(Br)c(S(=O)(=O)N3CCOCC3)c2)cc1 | 1
CC1(C(=O)NS(=O)(=O)c2cccc(Cl)c2)CCN1C(=O)C1(c2ccccc2)CC1 (configuration not stated) | 0
COc1ccc(C2CC(c3ccc(Cl)cc3Cl)Nc3nc(N)nn32)cc1OC (configuration not stated) | -2
Cc1ccc(C(C(=O)NC2CCCC2)N(Cc2ccco2)C(=O)CCC(=O)Nc2cc(C)on2)cc1 (configuration not stated) | 0
CC(O)(CS(=O)(=O)Cc1ccccc1Cl)C(=O)Nc1cccc(C(F)(F)F)c1 (configuration not stated) | 0
CCOC(=O)c1sc(C)c2c1NC(C)(c1ccccc1)NC2=O (configuration not stated) | 3
Cc1ccc2c(n1)sc1c(N)ncnc12 | 2
COc1ccccc1N1CCN(C(=O)c2ccccc2SCC(=O)NCc2ccco2)CC1 | -2
CC(=O)c1c(C)[nH]c(C(=O)CSc2nc3ccccc3c(=O)n2CCCN2CCOCC2)c1C | -1
CCOC(=O)Cc1cc(=O)n2[nH]cc(-c3cccc(Br)c3)c2n1 | -4
COc1c(C)cc(C(=O)C2CCCN(C(=O)c3ccoc3)C2)cc1C (configuration not stated) | -1
COc1cc(NC(=O)COC(=O)CCc2cc(OC)c(OC)c(OC)c2)cc(OC)c1 | 0
COc1ccc(SCc2noc(C(=O)NC(C)C)c2C(=O)O)cc1 | 1
CSc1nc2sccc2c(=O)[nH]1 | -1
CCO[C@H]1OC(C(=O)N2CCN(Cc3ccc4c(c3)OCO4)CC2)=C[C@@H](C2CCCCC2)[C@@H]1CCCO | -3
COc1cc(OC)cc(-c2nc(-c3cc4cc(C)ccc4nc3OC)no2)c1 | -4
Cc1cc(C)c2c(N=NN(C)C)[nH]nc2n1 | -2
CCOc1cc2[nH]c(=O)n(Cc3ccc(C(=O)NCCOC)cc3)c(=O)c2cc1OCC | -3
N#C/C(=C(/O)CSc1ncn[nH]1)c1nc2ccccc2[nH]1 | 0
COc1ccccc1/C=N/NC(=O)c1ccc(CN2C(=O)c3cccc4cccc2c34)cc1 | 0
Cc1ccc(S(=O)(=O)NCC(=O)OCN2C(=O)c3ccccc3C2=O)cc1 | 1
CCC(=O)N(CCc1ccccc1)Cc1cc2cc(OC)ccc2[nH]c1=O | 0
CCn1c(=O)cc(OCC(=O)Nc2ccc(C)cn2)c2ccccc21 | -1
CS(=O)(=O)c1ccccc1-c1csc(N2CCC(C(N)=O)CC2)n1 | -4
O=C1CC2(CCCCC2)Oc2ccccc21 | -1
Cc1cccc(N2CCN(C(=O)COc3cc(=O)n(C)c4ccccc34)CC2)c1C | -3
CCn1c(CSCc2ccc(C)cc2)nnc1SCC(=O)N1CCN(c2ccccc2)CC1 | -3
O=C(Nc1ccc2c(c1)OCO2)c1c[nH]c(=O)n(-c2ccc(F)cc2)c1=O | -2
COc1ccc(C2NC(C(=O)O)CS2)cc1COCC(F)(F)F (configuration not stated) | 0
COc1ccc(OC)c(/C=N/NC(=O)c2c(C)nc3ccc(C)cn23)c1 | 4
CCC(CO)Oc1cc(NC(=O)c2ccccc2N)c2ncn(C(C)C)c2c1 (configuration not stated) | -1
CCc1nc(NCc2cccnc2)c2oc3ccccc3c2n1 | 9
Cc1ccc(C(=O)Nc2cccc(C(F)(F)F)c2)cc1NC(=O)c1nccnc1N | 1
O=C(c1cc2ccccc2c(=O)o1)N1CCc2ccccc2C1 | -1
Cc1cc2ccccn2c1C(=O)Nc1ccc(Cl)cc1 | 2

Remaining list, next part
Compound | TbREL1 inh
CC(=O)Nc1ccc(S(=O)(=O)N(C)c2ccc(OCC(=O)NCCc3ccccc3F)cc2)cc1 | -1
O=C(NCC1CCCO1)c1ccc2c(c1)C(=O)N(c1cccc([N+](=O)[O-])c1)C2=O (configuration not stated) | 3
Cc1ccc2c(C)c(C(=O)N3CCCCC3CO)oc2c1C (configuration not stated) | 2
CC(C)C(=O)NNS(=O)(=O)c1ccccc1[N+](=O)[O-] | 1
COC(=O)c1[nH]c2ccc(F)cc2c1NS(=O)(=O)c1ccc(F)c(C)c1 | -1
O=C(c1ccc(NS(=O)(=O)c2ccc(F)cc2)cc1)N1CCC1 | 2
CSCCCNC(=O)c1ccc(OC2CCN(C(=O)c3cccnc3)CC2)cc1 | -2
CCC(C)NC(=O)c1ccc(CS(=O)(=O)c2ccc(OC)cc2)o1 (configuration not stated) | 0
Cc1cc(C)cc(S(=O)(=O)N2CCN(c3nc(-c4cccs4)nc4ccccc34)CC2)c1 | 10
Cn1c(N)c(C(=O)COC(=O)CCc2ccccc2)c(=O)n(C)c1=O | -3
COc1ccc(S(=O)(=O)NC(C)C(=O)NCc2ccco2)cc1OC (configuration not stated) | -1
Cc1cc2nc(-c3ccc(C#N)cc3)c(Cc3ccsc3)n2c(C)c1Br | 0
CC1(C)C(=O)Nc2ccccc2N1C(=O)COC(=O)c1cccnc1Cl | -1
CC(=O)c1c(C)[nH]c(C(=O)COC(=O)c2ccc3c(=O)n4c(nc3c2)CCC4)c1C | 1
CCc1ccc(C(=O)NNC(=O)[C@H](C)NC(=O)c2ccco2)cc1 | -1
Cc1ccc(NS(=O)(=O)c2cccc3nsnc23)cc1 | 4

Overlap with the part before: 3 entries, followed by the next part.
Compound | TbREL1 inh
CC(=O)c1c(C)[nH]c(C(=O)COC(=O)c2ccc3c(=O)n4c(nc3c2)CCC4)c1C | 1
CCc1ccc(C(=O)NNC(=O)[C@H](C)NC(=O)c2ccco2)cc1 | -1
Cc1ccc(NS(=O)(=O)c2cccc3nsnc23)cc1 | 4
CN1CCN(C(=O)C2CC(=O)N(c3ccc(F)c(Cl)c3)C2)CC1 (configuration not stated) | -3
Cc1ccc(NC(=O)NC2CCCCC2)c(C)c1 | -3
Cc1cc(C)c(C(=O)COC(=O)c2nn(C)c(=O)c3ccccc23)cc1C | 4
COc1ccccc1C(=O)Nc1ccc2c(c1)nc1n2CCSC1 | 4
COCC(C)n1c(SCC(=O)NC(=O)Cc2ccccc2)nc2ccccc2c1=O (configuration not stated) | 0
N#Cc1nc(COc2ccccc2Cl)oc1NCc1cccnc1 | -1
Cc1cc(-c2cccs2)c2c(n1)sc1c(=O)[nH]c(=O)[nH]c12 | 4
CCSc1nnc(NC(=O)C(Cc2ccccc2)n2cccc2)s1 (configuration not stated) | -3
Cc1c(Br)cc(C(=O)O)c(C)c1C | 2
COc1ccc(CC(=O)Nc2cc(S(=O)(=O)N3CCCCC3)ccc2OC(C)C)cc1OC | -2
COc1ccc(Cn2c(=O)[nH]c3cc(C(=O)NC4CCN(Cc5ccccc5)CC4)ccc32)cc1 | 0
O=C(C1CCN(S(=O)(=O)c2ccc3[nH]c(=O)oc3c2)CC1)N1CCCN(Cc2ccccc2)CC1 | 1
Cc1ccccc1Oc1ccc2c(c1)[C@@H]1C[C@H](N(C)C(=O)c3cccnc3)[C@H]([C@H](C)O)C(=O)N1CC2 | 0
O=C(Nc1nnc(SCc2ccc(F)cc2)s1)c1cccnc1Cl | 3
CSCC[C@H](NC(=O)C1CCN(S(=O)(=O)c2ccc(C)cc2)CC1)C(=O)NC1CCS(=O)(=O)C1 (some centres not stated) | 1
COc1ccc2[nH]c3c(c2c1)CCN1C(=O)C(CC(=O)NCCN2CCOCC2)C[C@H](C(=O)N2CCCCC2)[C@@]31CCc1ccccc1 (some centres not stated) | 8
CCOCCCn1c(=N)c(C(=O)NCCN2CCOCC2)cc2c(=O)n3cccc(C)c3nc21 | 0
CCCCCCCCC(=O)N/N=C(\C)c1ccco1 | 1
Cc1nc2ccc(NC(=O)c3cc(Cl)ccc3F)cc2c(=O)[nH]1 | 2
COC1OC(c2ccccc2)=C(c2cnc(N)nc2)c2ccc(F)cc21 (configuration not stated) | 2
CCc1nc(-c2ccccc2O)n(-c2ccccc2)n1 | -1
CCCCC1CC2=C(C(=O)OC(C)(C)O2)C(c2ccc(F)cc2)O1 (configuration not stated) | 1
COc1ccc(C2(c3ccc(OC)cc3)NC(=O)N(CC(=O)Nc3ccc(OC(F)F)cc3)C2=O)cc1 | 3
COc1ccccc1-c1noc(CSc2nc(C)cc(=O)[nH]2)n1 | -5
CN(c1cccc(NC(=O)Nc2ccc(Cl)cc2)c1)S(C)(=O)=O | 1
CCN(CC)C(=O)CSc1nnc(-c2cnccn2)n1-c1ccccc1 | 0
Cc1cc(C)cc(OCC(=O)N/N=C/c2ccc([N+](=O)[O-])o2)c1 | -1
COc1ccc(NC(=S)N2c3ccccc3CC2C)cc1OC (configuration not stated) | -3
C/C(=N\NC(=O)c1nn(C)c(C)c1Br)c1cccc(NC(=O)c2ccoc2C)c1 | -2
CC(=O)c1ccc(S(=O)(=O)N2CCC3(CC2)CC(=O)c2ccccc2O3)cc1 | -1
CCOC(=O)N1CCN(C(=O)CSc2nc(=O)n3ccc(C)cc3n2)CC1 | 0
Cc1ccc(NC(=O)CN2C(=O)c3ccccc3S2(=O)=O)c(C)c1 | 0
CCOC(=O)c1nc(C)n(-c2ccc(Cl)cc2)n1 | 3
COc1ccc(C(=O)OCC(=O)Nc2ccc3c(c2)OCO3)cc1S(=O)(=O)N1CCOCC1 | -2
CCOc1ccc(N(CC(=O)Nc2cccc(Cl)c2)S(=O)(=O)c2c(C)noc2C)cc1 | 0
COc1ccc(S(=O)(=O)Nc2cc3c4c(c2)CCC(=O)N4CCC3)cc1 | 1
Cc1nn(Cc2ccc(F)cc2)c(C)c1NC(=O)c1cnn2c1NC(c1cccs1)CC2C(F)(F)F (configuration not stated) | -1
CCOC1=C/C(=C/c2c(N)n3nc(S(=O)(=O)CC)sc3nc2=O)C=CC1=O | -3
CSCCC(NC(=O)c1ccc([N+](=O)[O-])cc1Cl)C(=O)OCC(=O)NC(=O)CN1CCCC1=O (configuration not stated) | -1
CC1CCN(S(=O)(=O)c2ccc(NC(=O)N3c4ccccc4Sc4ccccc43)cc2)CC1 | 0
CCOC(=O)C1(CC2CCCCO2)CCN(Cc2nc3ccccc3nc2C)CC1 (configuration not stated) | 0
O=C(O)c1ccc(-c2noc(-c3cccc(Cl)c3)n2)cc1 | -1
CCCCN1C2CCCC1CC(NC(=O)c1ccccc1Cl)C2 (configuration not stated) | 2
O=C(CSc1nnc(-c2cccnc2)n1-c1ccc(Cl)cc1)Nc1ccc(S(=O)(=O)Nc2nccs2)cc1 | -2
O=C(COC(=O)c1ccc[nH]c1=O)NCC12CC3CC(CC(C3)C1)C2 | 3

Two records picked at random from the list so far:
Compound | TbREL1 inh
CCOC(=O)C1(CC2CCCCO2)CCN(Cc2nc3ccccc3nc2C)CC1 (configuration not stated) | 0
O=C(COC(=O)c1ccc[nH]c1=O)NCC12CC3CC(CC(C3)C1)C2 | 3
